# Bioassay records as filed in PubChem.
# RPL19A-GFP yeast: yeast TOR pathway RPL19A-GFP modulation | percent response vs DMSO, % at 10 µM | AID 2025 | 330,000 compounds, 0.3% hits | S. cerevisiae RPL19A-GFP strain, flow cytometry, 3 h; stronger effect = lower value;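 active = percent response vs DMSO below 50%; inconclusive = fewer than 70 events counted for the yeast strain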;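 note: median channel GFP fluorescence of the barcoded RPL19A-GFP strain; ratio of sample median GFP to plate DMSO average so 100% = DMSO; lower means less RPL19A-GFP as with rapamycin TOR inhibition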
# procasp3 activ: procaspase-3 (human) activation. recombinant procaspase-3 D3A, Ac-DEVD-pNA absorbance 405 nm. activation, % at 8.5 µM. 330,000 compounds, 0.11% hits;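 active = activation above the mean of all tested compounds plus 3 SD, cut at about 21% in these data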;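 note: 0% = DMSO alone and 100% = DMSO wells spiked with extra 5 µM PC-3 D3A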
# Target sequence (P42574 whole entry D9A/D28A/D175A): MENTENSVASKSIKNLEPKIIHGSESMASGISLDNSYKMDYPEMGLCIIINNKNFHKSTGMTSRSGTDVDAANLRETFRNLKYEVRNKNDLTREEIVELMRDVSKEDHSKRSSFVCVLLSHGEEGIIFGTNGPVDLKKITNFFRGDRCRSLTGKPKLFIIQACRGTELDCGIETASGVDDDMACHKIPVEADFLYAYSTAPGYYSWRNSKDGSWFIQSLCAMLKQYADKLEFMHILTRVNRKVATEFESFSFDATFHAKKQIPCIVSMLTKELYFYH
#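 Assay system – Procaspase-3 D3A mutant, all three cleavage aspartates alanine · Controls – DMSO-only low control, 5 µM PC-3 D3A high control · Schedule – 1 h compound preincubation, 2 h substrate hydrolysis at 25 °C · Signal – 405 nm absorbance of p-nitroaniline, reads at 0 and 120 min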
# AGP1-GFP MLPCN: yeast TOR pathway AGP1-GFP modulation | GFP response vs DMSO, % at 10 µM | AID 2066 | S. cerevisiae AGP1-GFP multiplex flow cytometry, 3 h; GFP as percent of DMSO wells | 320,000 compounds, 0.02% hits;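 active = GFP response relative to DMSO above a set limit, near screen average plus 3 SD, cut at about 150% in these data; inconclusive = fewer than 70 cells counted for the yeast strain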;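 note: median GFP channel fluorescence of the gated AGP1 strain per well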
# MEP2 TOR yeast: modulators of TOR pathway MEP2-GFP in S. cerevisiae. 330,000 compounds, 0.51% hits. S. cerevisiae MEP2-GFP strain, flow cytometry GFP, 3 h; 100% = DMSO control level. GFP response vs DMSO, % at 10 µM;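 active = GFP response versus DMSO above a set limit, roughly screen mean plus 3 SD, cut at about 180% in these data; inconclusive = fewer than 70 cells counted for a yeast strain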;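 note: median GFP fluorescence of the barcode-gated MEP2-GFP cells per well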
# LAP4-GFP MLPCN: yeast TOR pathway LAP4-GFP modulation | 320,000 compounds, 0.34% hits | GFP response vs DMSO, % at 10 µM | S. cerevisiae LAP4-GFP multiplex, flow cytometry GFP, 3 h; median GFP as percent of DMSO wells;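 active = GFP response vs DMSO above a set limit, about the screen mean plus 3 SD, cut at about 150% in these data; inconclusive = under 70 cell events counted for the yeast strain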
# proCasp7 act: counter-screen: procaspase-7 (human) activation; P55210; recombinant procaspase-7, Ac-DEVD-pNA absorbance 405 nm; D23A/D198A/D206A triple mutant, cannot self-cleave; scale: DMSO 0, 5 µM enzyme 100; activation, % at 8.5 µM; 330,000 compounds, 0.093% hits;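 active = percent activation above the screen-wide mean plus 3 SD, cut at about 25% in these data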
#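 Replicates: singlicate. Assay system: Procaspase-7 triple mutant (PC-7 D3A). Signal: 405 nm absorbance of p-nitroaniline. Times: 1 h preincubation, 2 h reaction. Buffer or medium: Zinc-free HEPES pH 7.4 with 300 mM NaCl, 0.01% Triton X-100. Also added: DEVD-pNA substrate. Benchmarks: DMSO wells as 0%, DMSO with 5 µM added PC-7 as 100%.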
# AHR act: activates the human aryl hydrocarbon receptor. P35869. AHR-responsive luciferase reporter cells, luminescence. activation, % at 5 µM. 320,000 compounds, 2.5% hits. AID 2796; in the data active = activation above about 47%;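 note: 0% = vehicle wells and 100% = reference agonist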
# Target sequence (P35869 whole entry, looked up): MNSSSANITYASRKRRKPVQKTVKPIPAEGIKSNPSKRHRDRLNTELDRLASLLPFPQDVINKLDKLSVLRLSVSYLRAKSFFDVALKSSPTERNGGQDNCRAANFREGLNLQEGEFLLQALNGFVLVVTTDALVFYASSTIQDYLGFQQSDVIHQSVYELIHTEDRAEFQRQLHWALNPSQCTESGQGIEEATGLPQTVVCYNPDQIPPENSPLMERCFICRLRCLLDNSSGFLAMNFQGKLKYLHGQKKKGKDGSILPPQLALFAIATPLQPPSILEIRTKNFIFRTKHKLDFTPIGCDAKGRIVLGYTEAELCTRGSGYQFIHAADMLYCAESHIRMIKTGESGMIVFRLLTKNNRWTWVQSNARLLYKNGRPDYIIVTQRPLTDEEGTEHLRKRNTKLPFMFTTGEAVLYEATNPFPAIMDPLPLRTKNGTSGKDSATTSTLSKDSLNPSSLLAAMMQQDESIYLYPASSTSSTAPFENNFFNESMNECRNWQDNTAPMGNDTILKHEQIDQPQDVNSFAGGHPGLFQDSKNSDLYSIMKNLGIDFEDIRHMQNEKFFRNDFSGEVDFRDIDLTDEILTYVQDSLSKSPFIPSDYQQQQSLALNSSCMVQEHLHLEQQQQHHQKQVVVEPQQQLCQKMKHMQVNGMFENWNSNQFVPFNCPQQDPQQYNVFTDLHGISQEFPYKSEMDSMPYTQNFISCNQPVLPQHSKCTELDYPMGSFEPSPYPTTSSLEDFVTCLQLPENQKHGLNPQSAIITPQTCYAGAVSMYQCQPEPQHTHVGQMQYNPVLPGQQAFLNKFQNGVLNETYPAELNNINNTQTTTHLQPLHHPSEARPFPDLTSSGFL
# CIT2 TOR yeast: alters CIT2-GFP fluorescence in TOR pathway yeast screen. S. cerevisiae CIT2-GFP strain, flow cytometry, 3 h; 100 means same as DMSO wells. GFP response vs DMSO, % at 10 µM. 320,000 compounds, 0.065% hits. AID 2029;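 active = GFP response relative to DMSO above a set limit, near the screen mean plus 3 SD, cut at about 150% in these data; inconclusive = Fewer than 70 cells measured for a yeast strain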;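 note: ratio of well median GFP fluorescence to mean of DMSO wells on the plate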
# * marks the source's active call; other numbers are inactive results; ? = inconclusive; / = no result given; [ ] = remark or other dose.
# Labels used below: A = RPL19A-GFP yeast; B = procasp3 activ; C = AGP1-GFP MLPCN; D = MEP2 TOR yeast; E = LAP4-GFP MLPCN; F = proCasp7 act; G = AHR act; H = CIT2 TOR yeast
COCCCN(C(=S)Nc1ccc(OC)cc1)C(C)c1ccncc1 (stereo not drawn)
  A: 102	B: 0	C: 112	D: 104	E: 106	F: -6	G: -2	H: 98
Cc1nnc(C)n1/N=C/c1cccnc1
  A: 99	B: 3	C: 109	D: 95	E: 108	F: -1	G: 3	H: 103
O=C1CCc2cc(S(=O)(=O)N3CCC(C(=O)Nc4nccs4)CC3)ccc2N1
  A: 97	B: 6	C: 97	D: 101	E: 96	F: 4	G: 10	H: 93
CN(Cc1cccc(Cl)c1Cl)CC(O)COc1ccccc1 (stereo not drawn)
  A: 103	B: -4	C: 95	D: 99	E: 97	F: 0	G: -1	H: 99
O=c1oc2ccc(Br)cc2cc1-c1nc2ccccc2o1
  A: 91	B: 11	C: 96	D: 88	E: 86	F: -8	G: 7	H: 94
CC(C)CCNC(=O)CC1C(=O)N(Cc2ccccc2)C(C)c2nc3ccccc3n21 (stereo not drawn)
  A: 105	B: 10	C: /	D: 105	E: 109	F: 9	G: 4	H: 107
CCOC(=O)C1(CC2CC2)CCN(Cc2cn[nH]c2-c2cccc(F)c2)CC1
  A: 105	B: 2	C: 104	D: 106	E: 95	F: -5	G: 1	H: 109
O=C(CN1CCN(C(=O)C2CCCO2)CC1)Nc1cc(Cl)ccc1Cl (stereo not drawn)
  A: 97	B: 1	C: 98	D: 96	E: 101	F: -1	G: -1	H: 99
CCOc1ccc2[nH]c(C)c(CN3CCN(CC)CC3)c(=O)c2c1
  A: 96	B: 5	C: 103	D: 101	E: 94	F: -4	G: 4	H: 98
COc1cc([N+](=O)[O-])c(N2CCOCC2)c([N+](=O)[O-])c1OC
  A: 96	B: -2	C: 114	D: 99	E: 106	F: 2	G: 1	H: 111
O=C(COc1cccc(F)c1)N1c2ccccc2Sc2ccccc21
  A: 100	B: 0	C: 97	D: 96	E: 92	F: -1	G: -3	H: 94
Cc1ccc(NS(=O)(=O)c2ccc(Cl)c(N=Nc3c(O)[nH]c(=O)[nH]c3=O)c2)cc1Cl
  A: 101	B: 3	C: 106	D: 106	E: 109	F: -2	G: 6	H: 98
O=C(Nc1ccc(C(=O)O)cc1)/C(=C\c1ccco1)NC(=O)c1ccc(Br)o1
  A: 105	B: -5	C: 109	D: 107	E: 102	F: 2	G: -2	H: 108
O=C(CSc1nnc(-c2ccncc2)n1-c1ccc(F)cc1)NNC(=O)c1cccc(O)c1
  A: 106	B: 1	C: 103	D: 89	E: 96	F: 4	G: -2	H: 109
O=C(NC1CCCCC1)c1cc(-c2ccc(F)cc2)on1
  A: 103	B: 0	C: 99	D: 96	E: 98	F: -4	G: 0	H: 99
Fc1cccc(-c2cc3nc4c(c(N5CCOCC5)n3n2)CCCC4)c1
  A: 99	B: -6	C: 86	D: 100	E: 116	F: 5	G: 1	H: 93
Cc1ccccc1-n1c(SCC(=O)N2CCOCC2)nc(O)cc1=O
  A: 101	B: -2	C: 109	D: 107	E: 101	F: 1	G: -1	H: 106
NC(=O)CSc1nnc(-c2ccc(S(=O)(=O)N3CCOCC3)cc2)n1CC1CCCO1 (stereo not drawn)
  A: 93	B: 1	C: 96	D: 99	E: 105	F: 3	G: 2	H: 97
O=C(O)c1ccc(N/N=C/c2ccc(-c3cc(Cl)ccc3Cl)o2)cc1
  A: 56[may fluoresce violet]	B: -13	C: 22[may fluoresce violet]	D: 269*[may fluoresce violet]	E: 86[may fluoresce violet]	F: -36	G: 19	H: ?
COc1cc(NC(=O)C2CC2)c(OC)cc1NC(=O)c1ccco1
  A: 106	B: 2	C: 100	D: 111	E: 95	F: 9	G: 5	H: 108
CN(C)C(=O)c1cc(C(=O)c2ccccc2F)c[nH]1
  A: 103	B: 8	C: 100	D: 102	E: 91	F: 3	G: -1	H: 103
CNC[C@H](Cc1ccccc1)NC[C@@H](Cc1cccc2ccccc12)NCCc1ccc(C)cc1
  A: 96	B: 6	C: 84	D: 92	E: 113	F: 2	G: 4	H: 71
COc1ccc(C(=O)N/N=C\c2coc3ccccc3c2=O)cc1
  A: 100	B: 5	C: 120	D: 91	E: 116	F: 5	G: 6	H: 120
COc1ccc2nc(NC(=O)C3CCCN(S(=O)(=O)c4cccc5nonc45)C3)sc2c1 (stereo not drawn)
  A: 100	B: 7	C: 106	D: 99	E: 100	F: -1	G: 14	H: 93
Fc1ccc(Sc2ccccc2CNC2=NCCN2)cc1
  A: 97	B: -6	C: 92	D: 86	E: 89	F: -10	G: 0	H: 100

# Record cards, as listed above. Values in the order: RPL19A-GFP yeast, procasp3 activ, AGP1-GFP MLPCN, MEP2 TOR yeast, LAP4-GFP MLPCN, proCasp7 act, AHR act, CIT2 TOR yeast
# COCCCN(C(=S)Nc1ccc(OC)cc1)C(C)c1ccncc1 (stereo not drawn) across the screens: 102, 0, 112, 104, 106, -6, -2, 98
# Cc1ccccc1-n1c(SCC(=O)N2CCOCC2)nc(O)cc1=O across the screens: 101, -2, 109, 107, 101, 1, -1, 106

# An excerpt from above in order of their number in MEP2 TOR yeast, rising.
canonical_smiles	MEP2 TOR yeast
O=C(CSc1nnc(-c2ccncc2)n1-c1ccc(F)cc1)NNC(=O)c1cccc(O)c1	89
COc1ccc(C(=O)N/N=C\c2coc3ccccc3c2=O)cc1	91
NC(=O)CSc1nnc(-c2ccc(S(=O)(=O)N3CCOCC3)cc2)n1CC1CCCO1 (stereo not drawn)	99
CN(C)C(=O)c1cc(C(=O)c2ccccc2F)c[nH]1	102

# The listing picks up, repeating the five entries before the break.
SMILES	RPL19A-GFP yeast	procasp3 activ	AGP1-GFP MLPCN	MEP2 TOR yeast	LAP4-GFP MLPCN	proCasp7 act	AHR act	CIT2 TOR yeast
CN(C)C(=O)c1cc(C(=O)c2ccccc2F)c[nH]1	103	8	100	102	91	3	-1	103
CNC[C@H](Cc1ccccc1)NC[C@@H](Cc1cccc2ccccc12)NCCc1ccc(C)cc1	96	6	84	92	113	2	4	71
COc1ccc(C(=O)N/N=C\c2coc3ccccc3c2=O)cc1	100	5	120	91	116	5	6	120
COc1ccc2nc(NC(=O)C3CCCN(S(=O)(=O)c4cccc5nonc45)C3)sc2c1 (stereo not drawn)	100	7	106	99	100	-1	14	93
Fc1ccc(Sc2ccccc2CNC2=NCCN2)cc1	97	-6	92	86	89	-10	0	100
CC(=O)c1nn(-c2cccc(Br)c2)cc1C(=O)c1ccco1	98	12	96	99	99	5	42	91
O=C(O)c1cccc(NS(=O)(=O)c2ccc3nnn(O)c3c2)c1	94	7	92	100	103	-2	1	93
CC(NC(=O)c1cccnc1)c1ccc2c(c1)OCO2 (stereo not drawn)	101	3	103	101	96	0	0	106
CC(=O)Nc1nn(C)c2nc3ccc(C)cc3cc12	92	-12	93	92	101	-2	20	90
N#CC1(NC(=O)COC(=O)CCCN=C2NS(=O)(=O)c3ccccc32)CCCCC1	101	2	105	99	97	10	1	100
CC(c1nc2ccccc2c(=O)[nH]1)N(C)c1ccc2ccccc2c1 (stereo not drawn)	93	-3	89	90	86	3	22	82
CC(NC(=O)CNC(=O)C1CCCCC1)c1cccc(Cl)c1 (stereo not drawn)	99	-1	106	109	104	2	-1	100
NS(=O)(=O)c1ccc(CNC(=O)c2cc(-c3cccnc3)nc3ccc(Br)cc23)cc1	94	1	97	104	96	-6	-1	103
CCC(=O)N1c2ccc(S(=O)(=O)N3CCN(c4ccccc4Cl)CC3)cc2CC1C (stereo not drawn)	93	-5	99	90	89	11	2	93
O=C(Cc1ccc(Br)cc1)NC1CCN(Cc2ccccc2)CC1	106	3	104	104	102	2	2	104
C/C(=N\NC(=O)c1ccn(C)n1)c1cccc(NC(=O)c2ccncc2)c1	104	-6	110	105	102	-14	43	103
N#C/C(=C\c1ccco1)C(=O)Nc1ccc(S(N)(=O)=O)cc1	94	3	95	95	94	-4	2	87
c1ccc(CCn2c(SCc3ccccc3)nnc2-c2ccncc2)cc1	95	7	98	92	91	-5	2	97
Cn1c(=O)n(C)c2cc(NC(=O)c3ccc(F)cc3)c(Br)cc21	101	-2	95	106	98	12	-9	96
Cc1cnc(NC(=O)C2CCC(C(C)(C)C)CC2)s1 (stereo not drawn)	110	-4	103	108	98	2	8	114
CCOC(=O)CSc1nc(C)cc(C)n1	93	-5	90	91	91	0	-1	87
C=CCC[C@H](Cc1ccc(F)cc1)C(=O)OC[C@H](Cc1c[nH]c2ccccc12)NC(=O)[C@@H](CC=C)CC(=O)NCCO	97	-1	94	98	90	6	-1	94
O=C(/C=C/Nc1ccc(S(=O)(=O)Nc2ncccn2)cc1)c1ccc2ccccc2c1	99	-2	98	107	104	-1	2	100
CC1CCc2c(nc3ncnn3c2N2CC(C)OC(C)C2)C1 (stereo not drawn)	99	4	103	114	101	1	0	108
CCOC(=O)NC(Nc1ccc(C)cn1)(C(F)(F)F)C(F)(F)F	94	1	79	96	92	3	1	101
O=C1C2CCCN2C(c2ccco2)N1c1ccc(F)cc1 (stereo not drawn)	97	7	103	99	108	-2	0	99
CC1COc2ccccc2N1C(=O)c1ccc(F)cc1 (stereo not drawn)	107	7	100	107	92	-1	-1	104
CC1Cc2ccccc2N1C(=O)COC(=O)C1(c2ccccc2F)CCCC1 (stereo not drawn)	106	4	107	110	95	4	2	109
COc1ccccc1C(=O)NNC(=O)CCCN1C(=O)/C(=C/c2cccs2)SC1=S	101	7	100	101	96	1	2	95
COc1ccc(Cc2nnc(SCC(=O)N3CCCCC3)o2)cc1	104	-9	102	104	103	-15	-4	100

SMILES	RPL19A-GFP yeast	procasp3 activ	AGP1-GFP MLPCN	MEP2 TOR yeast	LAP4-GFP MLPCN	proCasp7 act	AHR act	CIT2 TOR yeast
COc1cc(OC)cc(OCC(O)Cn2ccnc2C)c1 (stereo not drawn)	97	5	99	99	86	18	0	/
COc1cccc(CN2CCN(S(=O)(=O)c3ccc(NC(C)=O)cc3)CC2)c1OC	100	8	100	94	113	10	3	90
O=C(NNC(=O)c1ccccc1Cl)c1ccc2c(=O)n3c(nc2c1)CCC3	97	14	98	99	97	1	1	100
CCOc1ccccc1NC(=O)Cn1c(=O)c2ccccc2n(CC)c1=O	90	-4	90	98	93	1	1	101
CCN(CC)c1nc(C#N)cc(-c2ccc(OC)cc2)n1	77	13	75	123	110	14	42	99
Cc1nc(C(=O)N2CCCC(C(=O)c3ccc(Cl)cc3)C2)cs1 (stereo not drawn)	100	2	118	98	111	5	0	102
CC1=C(C(=O)OC2CCCCC2)C(c2ccc(C)o2)C2=C(CC(C)(C)CC2=O)N1 (stereo not drawn)	97	0	98	95	99	6	0	92
Cc1cccc(CN2CCN(Cc3nc4c(s3)CCCC4)CC2CCO)n1 (stereo not drawn)	117	4	102	110	100	-1	12	104
CCN(Cc1ccccc1)C(=O)c1ccc(C(=O)N(CC)Cc2ccccc2)cc1	96	5	96	97	90	0	2	96
CCc1ccc(-c2csc(NC(=O)C3CCCO3)c2C(=O)OC(C)C)cc1 (stereo not drawn)	100	17	100	105	98	-4	3	97
